Source: PubChem BioAssay
SENP7 block: blocks the human protease SENP7. inhibition, % at 5 µM. Q9BQF6. recombinant SENP7, Z-RLRGG-aminoluciferin luminescence, 40 min. 330,000 compounds, 1.5% hits;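 active means inhibition above about 50% at the single test dose, limit read from the data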;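 further: plate controls were DMSO with enzyme for no effect and no enzyme buffer wells for full effect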
SENP6 inh: SENP6 protease inhibition; Q9GZR1; Recombinant SENP6 catalytic domain, aminoluciferin luminescence; inhibition, % at 10 µM; 330,000 compounds, 1.8% hits;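 active means inhibition above about 50% at the single tested dose, limit read from the data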;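 further: plate controls were DMSO wells with enzyme for no effect and DMSO wells lacking enzyme for full effect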
Target sequence (Q9GZR1 628-1112 limits assumed): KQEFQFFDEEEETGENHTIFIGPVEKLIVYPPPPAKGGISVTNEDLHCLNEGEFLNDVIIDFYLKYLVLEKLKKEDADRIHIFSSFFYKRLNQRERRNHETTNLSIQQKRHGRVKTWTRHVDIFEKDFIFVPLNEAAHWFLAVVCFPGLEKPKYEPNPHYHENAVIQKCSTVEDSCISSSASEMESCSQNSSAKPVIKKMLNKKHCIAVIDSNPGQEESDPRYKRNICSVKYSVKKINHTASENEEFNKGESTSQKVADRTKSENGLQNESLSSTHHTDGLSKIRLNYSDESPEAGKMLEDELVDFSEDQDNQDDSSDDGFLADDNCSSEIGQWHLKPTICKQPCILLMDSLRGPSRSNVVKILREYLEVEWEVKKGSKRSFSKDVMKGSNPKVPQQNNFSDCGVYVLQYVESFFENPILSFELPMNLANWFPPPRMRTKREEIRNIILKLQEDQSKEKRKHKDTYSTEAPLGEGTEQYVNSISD
SENP8 block-1: inhibitors of human SENP8 protease; inhibition, % at 10 µM; purified SENP8, Z-RLRGG-aminoluciferin cleavage, luminescence; Q96LD8; 330,000 compounds, 1.2% hits; AID 2540; in the data active means inhibition above about 50%
Target sequence (Q96LD8 whole entry, looked up): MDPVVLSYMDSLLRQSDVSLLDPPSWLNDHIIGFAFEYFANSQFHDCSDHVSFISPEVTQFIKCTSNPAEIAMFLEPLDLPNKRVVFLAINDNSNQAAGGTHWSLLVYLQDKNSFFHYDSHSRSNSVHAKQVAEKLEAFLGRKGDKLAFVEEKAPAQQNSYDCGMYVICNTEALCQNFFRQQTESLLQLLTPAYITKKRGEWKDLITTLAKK
SENP1 FRET inh: SENP1 (human) catalytic domain inhibition; recombinant SENP1 catalytic domain, CyPet-SUMO1-YPet FRET cleavage; inhibition, % at 10 µM; 360,000 compounds, 0.21% hits; AID 624204;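 active means inhibition at least 30% at 10 µM, raw YFP signal under a set limit, fluorescence ratio 0.5 to 1.5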;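 further: 0% = enzyme with DMSO and 100% = no enzyme wells; some results filed as inactive read as strong as hits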
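Assay system – human recombinant His6-tagged SENP1 catalytic domain enzyme · Input – SENP1 enzyme, 20 pM final · Buffer or medium – Tris pH 8 buffer plus EDTA, NaCl, BME, BSA, NP40, catalase · Schedule – 50 min reaction at room temperature · Technique – FRET read of cyan and yellow fluorescence · Control set – no-enzyme wells low, DMSO-plus-enzyme wells high control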
PfG6PD inh: PfG6PD (Plasmodium falciparum) enzyme inhibition | inhibition, % at 20 µM | PfGluPho enzyme, NADPH resazurin-diaphorase fluorescence | 350,000 compounds, 0.78% hits | AID 504690;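 active means inhibition reaching at least a set limit at 20 µM in the primary screen, cut at about 59% in these data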;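 further: 0% = DMSO wells with substrate and 100% = DMSO wells lacking glucose-6-phosphate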
SENP8 block-2: SENP8 (human) protease inhibition; Q96LD8; recombinant SENP8, Nedd8 substrate fluorescence; inhibition, % at 20 µM; 360,000 compounds, 0.64% hits; AID 602440; in the data active means inhibition mostly above about 40%, no sharp cut-off; inactive means mostly below about 27%
HKDC1 inhibitor: HKDC1 (human) hexokinase inhibition. Q2TB90. recombinant HKDC1, G6PDH/diaphorase resazurin coupled fluorescence. inhibition, % at 20 µM. 340,000 compounds, 0.16% hits;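 active means inhibition above about 35% when tested at 20 µM, limit read from the data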;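 further: plate controls were DMSO wells with enzyme for no effect and DMSO wells lacking enzyme for full effect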
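Assay system – recombinant HKDC1 (HK5) hexokinase enzyme, produced in-house · Input – HKDC1 at 5 µg/mL · Reagent – glucose plus 1 mM ATP as hexokinase substrates · Timing – 90 min reaction incubation at room temperature, dark · Measured by – G6PDH/diaphorase-coupled fluorescence, 1 mM NADP, 100 µM resazurin, 525/613 nm · Benchmarks – DMSO-enzyme wells negative, buffer-substituted wells positive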
Apaf-1 inh: blocks human Apaf-1 apoptosome activity | reconstituted apoptosome caspase-3 activity, DEVD-Rh110 fluorescence | inhibition, % at 20 µM | 330,000 compounds, 0.71% hits | AID 489030; active means inhibition of at least 40% at 20 µM;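 further: plate controls were DMSO wells for no effect and DEVD-CHO caspase inhibitor wells for full effect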
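Assay system – apoptosome proteins · Medium – Hepes buffer, pH 7.5 · Also added – cytochrome c with DEVD-Rh110 · Timing – 30 min compound preincubation, 50 min activation, room temperature · Detection – Rh110 fluorescence, excitation 480 nm, emission 540 nm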
Starred values were filed as active, the others as inactive; nt = not tested or not shown.

SMILES	SENP7 block	SENP6 inh	SENP8 block-1	SENP1 FRET inh	PfG6PD inh	SENP8 block-2	HKDC1 inhibitor	Apaf-1 inh
C=CCn1c(=NC(=O)c2ccc(S(=O)(=O)N3CCc4ccccc4C3)cc2)sc2cc(S(N)(=O)=O)ccc21	11	20	13	0	2	-380	-6	7
COc1cccc(/C=C2\SC(=O)N(CCC(=O)NNC(=O)c3cccc(Cl)c3)C2=O)c1	-8	-18	-12	0	24	-38	-4	14
Cc1cccc(NC(=O)CS(=O)(=O)Cc2ccccc2)n1	-1	-15	-7	2	-6	5	-4	-9
CCC(C)NC(=O)CCn1c(=O)c2cccn2c2ccc(F)cc21 (stereo not drawn)	-3	-10	-4	1	-7	-10	-7	-4
Cc1ccc(Nc2ccc(C(=O)NCCc3ccccc3)cn2)cc1	8	9	1	-1	11	-207	-3	13
CCCCOC(=O)c1ccc(NC(=S)N2CCN(c3ncc4c(=O)c(C(=O)O)cn(CC)c4n3)CC2)cc1	-5	-24	1	0	-4	-75	-4	21
NC(=S)N/N=C/c1cccc(Br)c1	-4	-19	-11	2	9	38	-2	-5
COc1cccc(CN(C)C(=O)c2ccc(Cl)c(S(=O)(=O)N3CCCCCC3)c2)c1OC	nt	nt	nt	0	-6	10	-2	nt
CC(Oc1ccc2c(c1)oc(=O)c1ccccc12)C(=O)NCC1CCC(C(=O)O)CC1 (stereo not drawn)	-9	-10	-2	1	-13	-203	1	-3
CCOc1cc(C(=O)O/N=C(\N)c2ccc([N+](=O)[O-])cc2)cc(OCC)c1OCC	-6	1	-3	1	-14	18	-3	-2
Cn1nc(C(F)(F)F)c2cc(C(=O)NC3CC3)sc21	-13	-14	-11	2	-25	18	-10	0
CSc1sc(C(=O)N2CCCCC2)c(-c2cccs2)c1C#N	-3	-1	-9	1	-5	11	-4	-9
O=C(NC1CCCCC1)c1cc2nc3c(c(C(F)(F)F)n2n1)CCCC3	-5	-1	-1	-3	10	5	-5	5
O=C(C1c2ccccc2C(=O)N2CCc3ccccc3C12)N1CCN(Cc2ccccc2)CC1 (stereo not drawn)	6	-4	-2	2	1	1	10	11
Cc1ccccc1N=C1C(=O)Nc2ccccc21	nt	nt	nt	0	8	18	-4	nt
CCOC(=O)N1CCC(n2c(SCC(=O)Nc3nccs3)nc3ccsc3c2=O)CC1	-4	-12	5	0	-10	5	10	-13
O=C(Cn1c(C(F)(F)F)nc2ccccc21)c1ccc(F)cc1	3	14	-3	0	-9	14	3	4
CC(C)(C)C(=O)N1CCN(c2ncnc3scc(-c4ccccc4)c23)CC1	5	-13	-1	-2	3	6	3	12
O=C(O)CCSc1nc2ccccc2n1CCOc1ccccc1	-6	-23	-14	2	-6	6	-12	-6
O=C(O)c1ccc(COc2ccc3ccccc3c2/C=C2/NC(=O)N(Cc3ccc(F)cc3)C2=O)cc1	nt	nt	nt	-3	8	-271	15	nt
CCc1nc2ccccc2c(NC(=O)CN2CC(C)CC(C)C2)c1C (stereo not drawn)	5	-16	8	-1	-1	-12	4	3
COc1ccccc1NC(=O)C1CCN(S(=O)(=O)c2cccc3nonc23)CC1	3	-13	0	1	-14	8	5	5
O=C1CCC/C1=C\Nc1ccc(Cl)c([N+](=O)[O-])c1	0	-11	-4	1	35	25	-4	-6
COc1ccc(C)cc1NC(=O)COC(=O)Cc1ccc(-c2ccccc2)cc1	-6	-19	0	1	6	12	-4	14
CCn1ncc(C2=NOC(C(=O)Nc3ccc4c(c3)OCO4)C2)c1C (stereo not drawn)	7	-3	10	-1	11	9	1	-2
Cc1ccc2c(c1)N(CC(=O)N1CCC(O)CC1)C(=O)CO2	-11	-27	-10	1	-2	3	6	12
CCCCOc1ccc(OCCNC(=O)C2CCCN2C(=O)Nc2ccccc2)cc1 (stereo not drawn)	-2	-27	-13	-1	-7	14	0	6
COc1ccc(Cc2nnc(SCC(=O)NCCc3ccccc3)o2)cc1	4	-7	-3	2	-2	16	-8	-5
CCOc1cccc(C(=O)Nc2cnn(Cc3ccccc3)c2)c1	7	6	2	-1	19	21	-5	4
Cc1cccc(C)c1OCC(=O)N/N=C/c1ccncc1	9	-16	-2	2	-6	1	-10	2

Exported with each value named: entries from further up
smiles: O=C(O)c1ccc(COc2ccc3ccccc3c2/C=C2/NC(=O)N(Cc3ccc(F)cc3)C2=O)cc1
  SENP7 block = nt
  SENP6 inh = nt
  SENP8 block-1 = nt
  SENP1 FRET inh = -3
  PfG6PD inh = 8
  SENP8 block-2 = -271
  HKDC1 inhibitor = 15
  Apaf-1 inh = nt
smiles: COc1ccc(Cc2nnc(SCC(=O)NCCc3ccccc3)o2)cc1
  SENP7 block = 4
  SENP6 inh = -7
  SENP8 block-1 = -3
  SENP1 FRET inh = 2
  PfG6PD inh = -2
  SENP8 block-2 = 16
  HKDC1 inhibitor = -8
  Apaf-1 inh = -5
smiles: C=CCn1c(=NC(=O)c2ccc(S(=O)(=O)N3CCc4ccccc4C3)cc2)sc2cc(S(N)(=O)=O)ccc21
  SENP7 block = 11
  SENP6 inh = 20
  SENP8 block-1 = 13
  SENP1 FRET inh = 0
  PfG6PD inh = 2
  SENP8 block-2 = -380
  HKDC1 inhibitor = -6
  Apaf-1 inh = 7

4 entries drawn at random from those above:
SMILES	SENP7 block	SENP6 inh	SENP8 block-1	SENP1 FRET inh	PfG6PD inh	SENP8 block-2	HKDC1 inhibitor	Apaf-1 inh
CCC(C)NC(=O)CCn1c(=O)c2cccn2c2ccc(F)cc21 (stereo not drawn)	-3	-10	-4	1	-7	-10	-7	-4
CC(Oc1ccc2c(c1)oc(=O)c1ccccc12)C(=O)NCC1CCC(C(=O)O)CC1 (stereo not drawn)	-9	-10	-2	1	-13	-203	1	-3
CSc1sc(C(=O)N2CCCCC2)c(-c2cccs2)c1C#N	-3	-1	-9	1	-5	11	-4	-9
O=C(O)c1ccc(COc2ccc3ccccc3c2/C=C2/NC(=O)N(Cc3ccc(F)cc3)C2=O)cc1	nt	nt	nt	-3	8	-271	15	nt
